Statin myotox sup = suppressors of simvastatin-induced myotoxicity in C2C12 myotubes; rescue of ATP level, % at 7.49 µM; hit rate 0.78% among 330,000; AID 602340; ATP luminescence, 48 h; scaled: DMSO 0, geranylgeraniol control 100;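 active = mean ATP rescue above about 67%, or every replicate alone reaching that limit, limit read from the data, passing the limit was not always enough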;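 also: myotubes were challenged with 10 µM simvastatin during compound exposure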
F508del corr = CFTR F508del correction in bronchial cells | CFBE cells, YFP halide quenching; stimulated with forskolin plus potentiator P3; % fluorescence drop versus neutral controls | activity (quench increase), % at 7.58 µM | hit rate 0.36% among 350,000 | AID 720511;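 active = mean added fluorescence quench of at least 8% versus neutral control, with both replicates also reaching 8%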;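 also: cells transiently co-express mutant CFTR-F508del with the halide-sensitive YFP; corrector assay measuring rescue of mutant channel to the surface after 24 h compound exposure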
miR122 inh = miR-122 inhibition in Huh7 cells. Huh7 miR-122 Renilla luciferase sensor, 48 h; neutral wells = 0, positive control = 100. activation (reporter increase), % at 12.5 µM. hit rate 0.3% among 340,000. AID 602342;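 active = mean replicate activation score at least 90 and every replicate individually at or above 90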;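 also: higher luciferase means less miR-122 activity so hits act as miR-122 inhibitors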
PglD DTNB = blocks C. jejuni PglD acetyltransferase activity; purified PglD enzyme, DTNB colorimetric CoA detection; AID 602405; hit rate 0.098% among 360,000; inhibition, % at 12.5 µM; in the data active = inhibition above about 16%, passing the limit was not always enough; also: strong numbers were not always called active
GSIS activator = primary screen for activators of insulin secretion dependent on glucose, INS-1E cells, GLuc reporter luminescence; INS-1E GLuc reporter insulin secretion, 2-3 h; activation, % at 16.6 µM; hit rate 0.61% among 370,000; AID 743287;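 active = lowest replicate activation of at least 40%, so every replicate reaches that level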;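 also: 0% = median of neutral control wells and 100% = median of IBMX positive control wells; some compounds called inactive have numbers as strong as hits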
PGC1a acetyl inh = PGC1a acetylation modulation, inhibitor mode; inhibition, % at 15.6 µM; U2OS PGC1a acetylation, AlphaScreen anti-acetyl-lysine; with virally co-expressed GCN5 acetyltransferase; hit rate 0.17% among 350,000;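 active = every replicate shows inhibition of at least 40%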;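 also: 0% = neutral control wells and 100% = positive control wells; some results beyond the cut were filed as inactive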
Cneo AK release = Cryptococcus neoformans lysis via adenylate kinase release; C. neoformans lysis, adenylate kinase release luminescence, 4 h; normalised: neutral wells 0, clomiphene wells 100; lysis activity, % at 15 µM; hit rate 0.2% among 360,000; AID 651654;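 active = mean lysis activity across replicates of at least 80%, whatever share of replicates individually reach that level; inactive = mean lysis activity below 80%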
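Assay system: log-phase C. neoformans yeast / Quantity: yeast cell density of 5 × 10^6 cells/mL / Medium: fresh YPD growth medium / Compound: single dose / Timing: static 4 h at 37 °C with compound, 1 h detection / Measured by: adenylate kinase release luminescence / Read-out: lysis from increased AK signal / Benchmarks: Clomiphene as positive lysis control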
FN deposition inh = fibronectin deposition inhibition. AH1F fibroblasts, Alexa488-fibronectin deposition fluorescence, overnight. inhibition, % at 12.6 µM. hit rate 0.086% among 350,000. AID 743247;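 active = mean inhibition across replicates of 30% or more, regardless of how many single replicates reach that level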;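 also: positive control wells lacked labelled fibronectin entirely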
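material = AH1F fibroblast monolayer depositing Alexa488-labelled fibronectin into matrix | amount = 10000 AH1F cells/well | buffer or medium = DMEM plus 2% serum, read in PBS | incubation = 1 h cell adhesion before compound, then overnight fibronectin incubation | detection = fluorescence at 485 nm excitation, 525 nm emission | evaluation = percent inhibition as loss of matrix-bound fibronectin fluorescence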
* hit, by the source's call; . = no result given; [ ] = dose if it differs, or a comment.

No. | Structure | Statin myotox sup | F508del corr | miR122 inh | PglD DTNB | GSIS activator | PGC1a acetyl inh | Cneo AK release | FN deposition inh
1 | Cc1cc(N=Nc2ccccc2)c(NCC(O)C(O)C(O)CO)cc1C (stereo unspecified) | . | 1.5 | . | . | 1 | -20 | . | 9
2 | O=C(c1ccc(Cl)cc1)C1CCCN(C(=O)/C=C/c2ccccn2)C1 (stereo unspecified) | . | 0.4 | . | -5 | . | 2 | 2 | 7
3 | O=C(O)c1cc(NC(=O)c2cccc(C(=O)Nc3cc(C(=O)O)cc(C(=O)O)c3)c2)cc(C(=O)O)c1 | 19 | -6.2 | . | -3 | 4 | . | 3 | -1
4 | CSc1ncc(C(=O)Nc2ccccc2)cn1 | -2 | 3.2 | -2 | -3 | 14 | 8 | 4 | -3
5 | COc1ccc(S(=O)(=O)Nc2ccc3c(c2)C(=O)N([C@H](C)CO)C[C@@H](C)[C@@H](CN(C)CC2CCCCC2)OCCCC[C@H](C)O3)cc1 | . | -0.5 | -6[16.7 µM] | 3 | -13 | -18 | 65 | .
6 | CC(=O)c1ccc(S(=O)(=O)N2CCC3(CC2)OCCO3)cc1 | 20 | 0.2 | 6 | 0 | 14 | 7 | -1 | 6
7 | COc1ccc(CCNC(=O)c2ccc(NS(=O)(=O)c3c(C)noc3C)cc2)cc1OC | -9 | . | 5 | -4 | . | -3 | 0 | .
8 | CCC(=O)Nc1ccc2c(c1)OC[C@@H](C)N(Cc1cccc(F)c1)C[C@H](C)[C@H](OC)CN(C)C2=O | 11 | 0.5 | -1[16.7 µM] | -2 | -31 | -5 | -1 | 2
9 | O=C(Cn1c(N2CCN(c3ccccc3)CC2)nc2ccccc21)c1ccccc1 | 45 | . | -4 | -3 | . | -7 | 5 | .
10 | O=C(O)Cn1c(=S)sc2ccccc21 | 2 | 0.1 | . | . | -16 | 7 | . | 5
11 | O=C(NN1CCOCC1)c1cccc(COc2cccc(Br)c2)c1 | . | -1.2 | . | . | -5 | -3 | . | 10
12 | CCc1ccccc1NC(=O)c1ccc(S(=O)(=O)N2CCCC2)cc1 | 0 | 0.5 | 0 | 2 | -5 | 7 | 1 | -3
13 | O=C1CCCN1CN(C(=O)c1ccccc1)c1ccccc1 | . | -1.0 | . | . | 7 | 0 | . | 2
14 | C[C@H]1CN([C@@H](C)CO)C(=O)Cc2cc(NS(=O)(=O)c3ccc(F)cc3)ccc2O[C@H]1CN(C)Cc1ccc2c(c1)OCO2 | -2 | 0.6 | 4[16.7 µM] | -1 | -13 | 0 | -3 | .
15 | CC1Cc2nc(SCC(=O)N3CCOCC3)n(-c3ccccc3)c(=O)c2S1 (stereo unspecified) | 9 | 8.3* | . | 3 | 3 | . | -3 | 0
16 | Cn1c(NNC(=O)C(c2ccccc2)c2ccccc2)cc(=O)n(C)c1=O | 8 | -2.6 | 2 | 3 | 8 | -8 | -1 | 0
17 | CN(CC(=O)Nc1ccc(N2CCOCC2)cc1)C(=O)C12CC3CC(CC(C3)C1)C2 | -7 | 0.9 | . | 3 | -8 | . | 0 | 5
18 | CCC(=O)N1C[C@H](C)[C@@H](OC)CN(C)C(=O)c2cc(NC(=O)Nc3cccc(F)c3)ccc2OC[C@@H]1C | -9 | -2.4 | 4[16.7 µM] | 2 | -31 | 7 | 54 | 0
19 | COc1ccc(S(=O)(=O)N2CCCC2C(=O)Nc2nccs2)cc1 (stereo unspecified) | -5 | . | -7 | 2 | . | 9 | 3 | .
20 | CC(C)CCn1c(N2CCOCC2)nc2c1c(=O)n(CC(N)=O)c(=O)n2C | 11 | . | 1 | 1 | -22 | 5 | 0 | .
21 | c1cn2cc(-c3ccc4c(c3)OCO4)nc2s1 | 4 | . | -1 | 0 | 2 | . | -6 | .
22 | CC1CCN(C(=O)C2CCN(C(=O)c3cc4sccc4n3Cc3ccc(F)cc3)CC2)CC1 | 7 | . | -2 | 1 | . | 12 | 0 | 6
23 | Cc1ccc([N+](=O)[O-])cc1S(=O)(=O)Nc1ccc(N2CCOCC2)cc1 | . | -0.4 | . | . | -6 | -14 | . | 0
24 | N=c1c(C(=O)NCC2CCCO2)cc2c(=O)n3ccccc3nc2n1Cc1ccccc1Cl (stereo unspecified) | 12 | 2.6 | . | 1 | 27 | . | 2 | -1
25 | O=C(NC(=S)Nc1cccc(Cl)c1N1CCCCC1)c1cccs1 | . | 2.6 | 3 | . | 8 | -7 | . | .
26 | C[C@H](CO)N1C[C@H](C)[C@@H](CN(C)C(=O)Cc2cccnc2)Oc2cc(C3=CCCCC3)ccc2S1(=O)=O | 19 | -0.3 | 1[16.7 µM] | 3 | -6 | 5 | -3 | .
27 | O=C(NCc1ccc(F)cc1)Nc1ccccc1 | -3 | 1.6 | -8 | -3 | 8 | 4 | -2 | 4
28 | COC(=O)CN1C(=O)c2cccc3cccc1c23 | 3 | 1.2 | 0 | -2 | 6 | 4 | 1 | 0
29 | O=C(Cn1nc(Cc2cccnc2)c2ccccc2c1=O)NCCCN1CCCC1=O | 3 | -2.6 | -3 | 0 | 23 | . | 0 | 2
30 | Cc1ccc(S(=O)(=O)Nc2ccccc2N2CCCCC2)cc1 | -39 | 0.5 | 16 | 4 | 5 | 0 | -1 | 9
31 | Cc1ccc(S(=O)(=O)N[C@@H]2CC[C@H](CCNC(=O)Nc3ccc(Cl)cc3)O[C@@H]2CO)cc1 | -5 | 0.1 | . | 2 | -19 | 4 | 2 | .
32 | Cc1ccc(NC(=O)c2cc(-n3cnnc3)ccc2Cl)cc1 | -6 | . | 2 | 7 | . | 14 | 0 | .
33 | Cc1cc([N+](=O)[O-])c(N2CCC[C@@H]2C(=O)O)c([N+](=O)[O-])c1 | 4 | . | -1 | -4 | . | -7 | 5 | -1
34 | CC(C)NC(=O)Nc1ccc2c(c1)CC(=O)N([C@H](C)CO)C[C@H](C)[C@H](CN(C)C(=O)Nc1cccc3ccccc13)O2 | -11 | 1.4 | -6[16.7 µM] | -2 | 14 | -6 | 14 | .
35 | Cc1ccc(C)c(NC(=S)N2CCC(NC(=O)c3ccc(F)cc3)CC2)c1 | 2 | 2.7 | -2 | 0 | -24 | . | 2 | 2
36 | O=C(Nc1nccs1)C1CCCN(S(=O)(=O)c2cccc3cccnc23)C1 (stereo unspecified) | -2 | -0.6 | 2 | 3 | 6 | . | 2 | -4
37 | Cn1c(=N)n(CC(O)c2ccco2)c2ccccc21 (stereo unspecified) | -13 | . | -3 | 4 | 3 | 5 | -4 | .
38 | C[C@@H](NC(=O)C[C@H]1CC[C@H]2[C@@H](COc3ccc(NC(=O)C4CCOCC4)cc3C(=O)N2C)O1)c1ccccc1 | 9 | 0.5 | -16[16.7 µM] | -2 | 4 | -5 | -1 | 3
39 | C[C@@H]1CN([C@H](C)CO)C(=O)c2cc(NS(=O)(=O)c3cccs3)ccc2O[C@@H](C)CCCCO[C@@H]1CN(C)CC1CCCCC1 | . | 1.1 | -5[16.7 µM] | 1 | -20 | 1 | 4 | .
40 | O=C(COc1ccc(C(=S)N2CCOCC2)cc1)N1CCOCC1 | . | -0.4 | -4 | 1 | -2 | 4 | 0 | -3
41 | CC(=O)N(C)C[C@@H]1Oc2cc(C#Cc3ccccc3F)ccc2S(=O)(=O)N([C@@H](C)CO)C[C@@H]1C | 24 | 3.2 | -1[16.7 µM] | 3 | 21 | -11 | 2 | -1
42 | CCC(=O)N1[C@H](CO)[C@H]2c3ccccc3N(S(=O)(=O)c3ccccc3F)C[C@H]21 | 22 | -2.7 | 17[16.7 µM] | 3 | 1 | 5 | -1 | .
43 | Nc1c(-c2ccccc2)nc(Cl)nc1-c1ccccc1 | 8 | . | -10 | -6 | . | -11 | -1 | -4
44 | CN(C)CC(=O)N1CC[C@@H]2[C@@H](CO)N(C)c3ccc(Br)cc3[C@@H]21 | 22 | -1.7 | -8[16.7 µM] | -3 | 0 | 9 | 5 | 8
45 | COc1ccc([C@H]2C[C@H](n3cc(COC(=O)c4ccccc4)nn3)[C@@H](O)CN2C(=O)c2cccs2)cc1 | 19 | -0.1 | -2 | -1 | -3 | 12 | 2 | -5
46 | CCN(C(=O)COC(=O)CCCc1c[nH]c2ccccc12)c1c(N)n(Cc2ccccc2)c(=O)[nH]c1=O | -2 | 2.2 | 44 | . | -7 | 5 | 0 | -3
47 | CO[C@@H]1CN(C)C(=O)c2ccc(NS(=O)(=O)c3ccc(C)cc3)cc2OC[C@H](C)NC[C@@H]1C | 15 | 2.5 | 4[16.7 µM] | 1 | 7 | -6 | 0 | -5
48 | Cc1ccc(/C=N/NC(=O)c2c(C)nc3ccc(Br)cn23)cc1 | -53 | -0.1 | 7 | 4 | 12 | -24 | -4 | 14
49 | CCCCNc1nc2sc3c(c2c(=O)n1-c1cccc(Cl)c1)CCN(C)C3 | . | -1.9 | . | . | 30 | -3 | . | 0
50 | CCOc1ccc(NC(=O)C2CSC(c3ccncc3)=N2)cc1 (stereo unspecified) | -4 | -3.3 | -1 | 1 | . | 10 | -6 | -15
51 | O=C(C[C@@H]1C=C[C@@H](NS(=O)(=O)c2cccc(F)c2)[C@@H](CO)O1)NCc1ccc2c(c1)OCO2 | 1 | 4.9 | . | -1 | -3 | -6 | 3 | -8
52 | O=C(O)CCCn1nc(C(F)(F)F)c2c1CCCCC2 | 10 | . | -9 | -4 | . | 2 | 3 | 0
53 | COc1ccc(O)c(C(=O)c2cnn(C(=O)c3ccc(C)cc3)c2)c1 | -4 | -0.7 | . | -4 | 12 | . | 0 | -5
54 | CCCNC(=O)N1C[C@@H](O)COC[C@@H]2O[C@@H](CC(=O)N[C@H]3CCN(Cc4ccccc4)C3)CC[C@H]21 | 12 | -0.8 | -1[16.7 µM] | -1 | -4 | 4 | 0 | -16
55 | O=C(Nc1cccc(F)c1)N1C[C@@H]2[C@H](c3ccccc31)[C@H](CO)N2C(=O)c1ccccc1F | -11 | 0.5 | 9[16.7 µM] | -2 | -14 | -1 | -2 | .
56 | C/C(N)=C(\C#N)C(=O)NCc1ccccn1 | -6 | . | 2 | 5 | . | -14 | -1 | -2
57 | S=C(NCCc1ccccc1)Nc1c(Cl)cccc1Cl | -10 | 0.5 | . | . | . | -6 | . | 1
58 | Cc1cccc(S(=O)(=O)N2CCCCN3[C@@H](CO)[C@H](c4ccc(C#C[C@H](C)O)cc4)[C@@H]3C2)c1 | 9 | 4.1 | 1[16.7 µM] | -2 | 2 | -6 | -2 | .
59 | COc1ccc(CNC(=O)c2c(C)cc(=O)oc2C)cc1OC | 5 | . | 1 | -4 | . | 2 | -2 | .
60 | CC(C)(C)c1ccc2c(c1)N(CC(=O)N1CCCC1)C(=O)CO2 | 12 | 1.4 | -4 | -4 | . | -11 | 3 | -1

Going on with the list:
No. | Structure | Statin myotox sup | F508del corr | miR122 inh | PglD DTNB | GSIS activator | PGC1a acetyl inh | Cneo AK release | FN deposition inh
61 | O=[N+]([O-])c1cnccc1Nc1cccc(F)c1 | . | . | 2 | -5 | . | . | 1 | 8
62 | CCCCn1c(N)c(N(CCOC)C(=O)CCCc2nc3ccccc3c(=O)[nH]2)c(=O)[nH]c1=O | 3 | 3.5 | -5 | 7 | 25 | -18 | -1 | -4
63 | Cc1c(S(=O)(=O)Nc2cccc(Cl)c2)c(=O)n(C)c(=O)n1C | 4 | 1.3 | 9 | -4 | . | 1 | -1 | -1
64 | CCc1ccc(CNC(=O)c2ccc3c(c2)NC(=O)C(N2CCOCC2)S3)cc1 (stereo unspecified) | 13 | 0.8 | -7 | -3 | -42 | -4 | -3 | 0

Source: PubChem BioAssay (Broad Institute)
